Screens from PubChem.
HIF-2a inh: HIF-2a inhibition; 786-0 RCC cells HIF-2a reporter, luciferase luminescence, overnight; inhibition, % at 18.8 µM; 0.72% of 360,000 active; AID 624352;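 active = inhibition of the luminescence signal of 40% or more relative to plate controls, in a single-dose primary screen at 18.75 µM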
Peg3 promoter: inhibitors of Peg3 promoter; HeLa PEG-Prom luciferase reporter, luminescence, overnight; inhibition, % at 20 µM; 1.7% of 360,000 active; AID 588405;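 active = inhibition of at least 50% at 20 µM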
PDI turbidity: inhibitors of human protein disulfide isomerase; PDI insulin aggregation turbidity, A650, 90 min; inhibition, % at 10 µM; 0.052% of 350,000 active; AID 588391;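 active = mean inhibition across replicates of 30% or more, whatever share of single replicates reach that level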;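 note: absorbance from insulin aggregation driven by PDI reduction with DTT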
Target sequence (P07237 whole entry, looked up): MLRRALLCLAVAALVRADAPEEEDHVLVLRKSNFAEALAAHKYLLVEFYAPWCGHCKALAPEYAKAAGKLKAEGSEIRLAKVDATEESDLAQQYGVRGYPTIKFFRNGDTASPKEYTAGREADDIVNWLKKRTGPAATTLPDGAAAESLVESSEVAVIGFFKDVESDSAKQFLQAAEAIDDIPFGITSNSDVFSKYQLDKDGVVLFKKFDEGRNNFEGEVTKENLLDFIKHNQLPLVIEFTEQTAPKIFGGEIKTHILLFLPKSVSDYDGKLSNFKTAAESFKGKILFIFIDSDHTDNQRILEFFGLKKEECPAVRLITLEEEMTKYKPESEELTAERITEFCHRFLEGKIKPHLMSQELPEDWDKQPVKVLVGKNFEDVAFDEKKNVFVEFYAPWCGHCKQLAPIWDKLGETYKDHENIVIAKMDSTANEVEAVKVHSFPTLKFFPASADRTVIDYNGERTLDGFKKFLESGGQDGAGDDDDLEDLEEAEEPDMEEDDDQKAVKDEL
CaV13 ICDI inh: Primary screen for inhibitors of IQ motif and Ca2+-dependent inactivation inhibitor domain binding in CACNA1D, Förster resonance energy transfer in living cells, … | HEK cells, CFP/YFP FRET ICDI-IQ, plate reader, 10 min; percent FRET-ratio fall versus neutral wells | inhibition, % at 12.3 µM | 0.098% of 340,000 active;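 active = mean replicate inhibition of at least 30% and at least 1% of replicates passing that level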;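 note: 0% = median of the neutral control wells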
Shn3 inh set2: inhibitors of Schnurri-3 3'UTR reporter in osteoblasts. Clone20 osteoblast Shn3 3'UTR firefly luciferase, 24 h. inhibition, % at 12.5 µM. 0.52% of 360,000 active;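 active = mean inhibition of at least 75% with every replicate also reaching 75%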;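 note: 0% = median of neutral control wells and 100% = pilot-screen positive control compound; some compounds past the cut are filed as inactive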
HTR2A ag: mouse HTR2A agonism via beta-arrestin recruitment; activation, % at 7.6 µM; AID 624169; 0.66% of 360,000 active; CHO-K1 mHTR2A beta-arrestin complementation, luminescence; percent of 30 µM serotonin response; P35363;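 active = activation above a run cutoff, the mean activation of all tested compounds plus 3 SD, cut at about 14% in these data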;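 note: 0% = plate median of compound wells and 100% = 30 µM serotonin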
H9c2 protect: myocardial damage modulation in H9c2 cells; H9c2 cardiomyocytes, H2O2 injury protection, ATPLite, 2 h; protection from H2O2 cell death, % at 20 µM; 0.63% of 360,000 active; AID 588492;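 active = compounds giving at least 50% protection of heart cells from peroxide-induced death in the single-dose screen, raw or plate-pattern-corrected value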;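 note: 0% = DMSO wells with peroxide and 100% = DMSO wells without peroxide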
MITF TRPM1 inh: reduces MITF-dependent TRPM1 promoter luciferase signal. SK-MEL-5 TRPM1 promoter luciferase, 24 h. inhibition, % at 12.5 µM. 0.83% of 330,000 active. AID 488899;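 active = mean inhibition across replicates of 60% or more, whatever share of single replicates reaches that level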; note: values of inactives mirror those of a sister screen read the other way
NR2E3 ag-1: human photoreceptor-specific nuclear receptor agonism. Q9Y5X4. CHO-S Gal4-NCOR/VP16-NR2E3 two-hybrid, luciferase. inhibition of corepressor binding, % at 3.98 µM. 0.35% of 360,000 active. AID 602229;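 active = inhibition above the mean of all tested compounds plus 3 SD, cut at about 70% in these data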;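 note: 0% = DMSO with NR2E3 transfected cells and 100% = cells lacking NR2E3 construct; higher means lower luciferase signal from less NR2E3 corepressor binding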
Target sequence (Q9Y5X4 whole entry, looked up, the tested form may be a part): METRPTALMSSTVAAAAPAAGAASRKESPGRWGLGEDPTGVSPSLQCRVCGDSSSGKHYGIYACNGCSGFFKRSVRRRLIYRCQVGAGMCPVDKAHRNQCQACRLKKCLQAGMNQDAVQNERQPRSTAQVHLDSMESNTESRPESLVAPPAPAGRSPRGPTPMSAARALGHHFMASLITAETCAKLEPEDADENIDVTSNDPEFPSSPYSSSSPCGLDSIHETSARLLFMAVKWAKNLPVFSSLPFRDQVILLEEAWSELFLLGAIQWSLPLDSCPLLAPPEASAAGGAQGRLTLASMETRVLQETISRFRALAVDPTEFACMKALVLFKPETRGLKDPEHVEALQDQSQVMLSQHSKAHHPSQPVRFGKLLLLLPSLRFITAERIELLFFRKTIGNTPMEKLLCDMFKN
NR2E3 ag-2: activates human photoreceptor nuclear receptor NR2E3. Q9Y5X4. GST-NR2E3/biotin-RetCOR TR-FRET, 1536-well. inhibition of corepressor binding, % at 4.78 µM. 0.12% of 320,000 active. AID 2300;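 active = percent inhibition above the cutoff of mean plus 3 SD of all tested compounds, set per screening campaign, cut at about 20% in these data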;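 note: 0% = DMSO wells and 100% = biotin wells as full block of FRET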
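Material: NR2E3–RetCOR corepressor complex / Amount: 1.35 nM GST-NR2E3 / Medium: Tris pH 7.5 / Compound: single nominal compound dose of 4.8 µM / Incubation: 5 h at 4 °C / Technique: TR-FRET, Eu(K)-anti-GST donor, streptavidin-D2 acceptor, ex 340, em 617/671 nm / Read-out basis: percent loss of FRET ratio relative to control wells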
hiPSC survival: enhancers of human iPSC single-cell survival; hiPSC single-cell survival, ATPlite luminescence; 100% = ROCK inhibitor wells, 0% = DMSO; survival enhancement, % at 20 µM; 0.044% of 360,000 active; in the data active = survival enhancement above about 18%;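 note: cells exposed to compounds for 16 hours before the ATP read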
* hit, by the source's call; · = not tested or not shown. The order is random; 3.9% or so of the library scored in one or more.

SMILES	HIF-2a inh	Peg3 promoter	PDI turbidity	CaV13 ICDI inh	Shn3 inh set2	HTR2A ag	H9c2 protect	MITF TRPM1 inh	NR2E3 ag-1	NR2E3 ag-2	hiPSC survival
O=C(CCC(=O)c1ccc(Cl)cc1)OCn1nnc2ccccc2c1=O	1.9	4.7	-16.7	-3.9	-43.3	6.6	3.3	-2.2	-7.3	·	-0.4
CC(=O)NC(CC(=O)OCC(=O)c1c(N)n(CC(C)C)c(=O)n(C)c1=O)c1ccccc1 (stereo unspecified)	17.8	10.6	0.8	-7.3	51.1	14.2	-7.5	12.3	3.5	-0.6	-0.2
COCCCN1C(=O)C(CC(=O)NCc2ccco2)CC(C(=O)N2CCOCC2)=C1C (stereo unspecified)	10.9	-0.5	2.0	-5.5	-10.1	2.6	0.5	·	4.5	·	11.1
Cc1cc(NC(c2cccnc2)c2ccc3cccnc3c2O)no1 (stereo unspecified)	-3.0	73.1*	-2.7	-5.0	80.0	-4.2	56.9*	57.1	-12.0	0.7	0.5
COc1ccccc1CN1CCNC(=O)C1CC(=O)N(C)C1CCOCC1 (stereo unspecified)	4.4	5.0	4.2	-13.7	-10.7	-4.4	-1.6	·	-4.4	·	-0.8
O=C(CCCCCN1C(=O)c2ccccc2C1=O)Nc1ccc2c(c1)OCCO2	-10.4	-12.5	-4.3	-2.6	9.6	-5.8	8.9	2.4	-17.4	1.9	-1.3
COc1cc(NC(=O)CN2CCCCC2C)c(C)cc1[N+](=O)[O-] (stereo unspecified)	-18.0	-10.3	-6.8	-1.9	-6.0	2.4	1.6	-9.8	-29.6	-3.1	1.4
CC(C)(C)c1csc(Sc2ccc([N+](=O)[O-])cn2)n1	-20.7	7.3	-3.5	6.8	·	18.0*	-0.2	-10.9	30.4	-2.3	0.1
CS(=O)(=O)N1CCC(Oc2ccccc2C(=O)N2CCCCC2CO)CC1 (stereo unspecified)	-0.7	-12.9	-1.0	4.0	18.2	5.5	7.1	-4.1	-26.0	0.8	2.4
Cc1nn(-c2ccccc2)c2sc(C(=O)N3CCCCC3)cc12	-132.9	-125.4	-10.7	·	-22.2	-0.2	14.4	-14.9	-72.2	-0.1	1.3
Cc1ccccc1OCC(=O)Nc1nnc(S(=O)(=O)N2CCCC2)s1	1.7	-2.2	3.9	-7.7	-8.6	9.0	-4.0	-4.0	-3.3	8.5	1.0
S=C(NC1CCCCC1)NC1CC2CCC(C1)N2Cc1ccccc1 (stereo unspecified)	10.9	-3.6	4.9	-4.2	-28.0	6.0	-6.2	8.5	-14.0	1.9	-3.2
Cc1nn(C)c(Cl)c1C(=O)NCC(=O)O	11.8	0.3	-2.8	9.4	-9.5	0.6	4.5	-10.3	-22.4	0.1	2.9
CCC(CO)Oc1cc(NCc2ccccc2Cl)c2ncn(C(C)C)c2c1 (stereo unspecified)	16.2	15.9	20.6	-5.0	-17.7	4.5	-13.3	8.5	22.1	3.2	1.8
Cc1ccc2[nH]c(=O)c(CN(C)C(=O)c3ccccn3)cc2c1	8.0	9.5	-0.1	-6.9	8.4	0.5	7.4	7.1	-42.0	2.7	-2.8
Cc1ccc(N2CC(C(=O)Nc3cc(C(F)(F)F)ccc3N3CCCC3)CC2=O)cc1 (stereo unspecified)	18.0	21.4	-19.0	-15.0	4.5	-3.9	1.0	9.7	21.5	-2.7	-0.3
O=C(CCNS(=O)(=O)c1cccc2nsnc12)NCc1ccco1	8.4	2.6	1.4	7.0	-14.1	0.7	0.6	-3.2	-10.0	-5.0	0.5
Cc1ccccc1-c1nc(NC(C)C)nc2ccsc12	16.1	3.6	-6.7	-3.4	-3.1	-3.0	-12.9	·	4.6	·	9.2
Nn1c(SCC(=O)NC2CCCCC2)nnc1-c1ccccc1	13.2	11.9	-7.2	-3.9	-2.9	2.8	9.0	11.3	-10.1	1.9	4.1
Cn1cc([N+](=O)[O-])c(C(=O)Nc2ccc3nc(-c4ccccc4)[nH]c3c2)n1	-201.7	-200.9	3.4	-5.0	-77.1	-3.9	12.1	0.6	-38.4	-3.4	-0.7
Cc1ccc(-c2c3c(=O)n(C)c(=O)n(C)c3cn2Cc2cccnc2)cc1	-4.3	-33.2	23.4	·	-6.6	-5.2	5.9	5.8	-17.0	4.4	-0.4
O=C(O)c1ccc(/C=N/Nc2ccc(F)cc2F)cc1	-64.0	-48.2	2.7	-6.8	-26.7	-2.3	-4.9	-8.0	-80.1	-3.0	1.0
O=C(NCC(=O)N1CCC(Cc2ccccc2)CC1)c1ccc(Cl)cc1	-14.2	-17.8	-0.7	-4.8	-4.6	-2.5	-4.6	-2.5	11.2	2.0	-0.5
CCCn1c(N)c(C(=O)CSc2nc3ncc(Cl)cc3[nH]2)c(=O)n(C)c1=O	2.2	1.9	-3.9	-14.2	6.2	-7.3	4.7	-11.3	-13.1	3.6	1.7
CCCCn1c(N)c(N(CC)C(=O)c2cccc(OC)c2)c(=O)[nH]c1=O	11.2	9.2	-2.6	3.0	-8.3	1.0	10.6	-16.0	6.0	2.6	-0.1

Single entries from the list:
For HTR2A ag, `Nn1c(SCC(=O)NC2CCCCC2)nnc1-c1ccccc1` shows 2.8
For HIF-2a inh, `S=C(NC1CCCCC1)NC1CC2CCC(C1)N2Cc1ccccc1` (stereo unspecified) shows 10.9

Three entries from above, arranged by their value in CaV13 ICDI inh, ascending:
compound	CaV13 ICDI inh
Cc1cc(NC(c2cccnc2)c2ccc3cccnc3c2O)no1 (stereo unspecified)	-5.0
Cc1ccccc1-c1nc(NC(C)C)nc2ccsc12	-3.4
O=C(CCNS(=O)(=O)c1cccc2nsnc12)NCc1ccco1	7.0

The listing continues:
SMILES	HIF-2a inh	Peg3 promoter	PDI turbidity	CaV13 ICDI inh	Shn3 inh set2	HTR2A ag	H9c2 protect	MITF TRPM1 inh	NR2E3 ag-1	NR2E3 ag-2	hiPSC survival
COc1ccc(C/C(O)=C(\C#N)c2nc3ccccc3s2)cc1	-27.9	-12.7	11.2	·	3.4	3.7	-11.8	8.7	8.0	-0.2	4.2
Cc1cccc(OCC(=O)Nc2ccc(S(=O)(=O)N3CCCC3)cc2)c1	18.4	17.2	-0.2	-4.2	4.3	-2.5	-7.4	15.3	-2.9	-2.4	1.8
CCOc1ccc(S(=O)(=O)NCCC(=O)NCCOc2ccccc2OC)cc1	7.1	19.0	0.0	-6.9	8.5	0.4	-2.4	3.8	10.6	-2.2	0.5
CCOC(=O)c1nc(-c2ccc(OC)c(OC)c2)no1	17.4	3.6	3.6	-7.0	-4.3	0.4	0.4	-5.3	3.8	5.8	-0.1
CC(NS(=O)(=O)c1ccc2c(c1)OCCCO2)C(=O)O (stereo unspecified)	22.5	5.2	8.2	-4.8	11.9	-1.5	5.2	-8.1	-31.6	-2.2	3.1
O=C(Nc1ccc(S(=O)(=O)N2CCOCC2)cc1)c1ccco1	11.8	1.1	15.6	-5.4	-22.5	0.6	4.9	-8.8	-1.9	1.9	-1.9
Cn1cccc1CC(=O)N/N=C\c1c2ccccc2cc2ccccc12	-21.5	13.5	-2.7	-2.0	-1.7	1.8	29.3	-1.2	-20.1	-0.1	1.2
O=C(NN=C1CCCCCCCCCCC1)c1cccnc1	15.1	8.2	5.3	-3.2	11.6	1.9	1.5	-5.7	2.0	1.1	-0.4
O=C(c1cc(-c2cccnc2)nc2ccccc12)N1CCCc2ccccc21	24.9	39.3	0.9	-4.9	-6.8	-0.8	1.5	7.3	-11.2	1.9	0.1
O=C(NCc1ccncc1)Nc1ccc2c(c1)OCO2	-31.4	-15.7	14.8	-4.5	-26.9	-1.1	4.7	-6.0	-6.7	1.5	0.3
CC(=O)C1=C(O)C(=O)N(c2nccs2)C1c1ccccc1 (stereo unspecified)	13.0	12.4	-3.3	-3.0	7.2	0.9	18.2	-1.0	18.4	0.3	5.1
CC(=O)Nc1ccc(S(=O)(=O)N(CC(=O)Nc2cc(C)on2)Cc2ccc(F)cc2)cc1	20.2	19.0	3.2	-5.9	20.4	1.6	-2.2	2.7	3.2	0.4	-0.4
Cc1ccc(NC(=S)Nc2ccccn2)c(C)c1	-248.1	-285.8	-1.9	-16.9	-134.3	-4.1	-3.2	-7.8	-88.7	-0.7	-0.5
COc1ccc(CCNC(=O)Cn2cnc3scc(-c4ccccc4)c3c2=O)cc1OC	15.0	22.1	-0.6	-4.6	3.2	-4.0	2.3	-3.9	19.4	3.1	-2.2
COc1ccc2[nH]c(=O)c3c(c2c1)OC(C)(C)C=C3	21.9	37.5	-2.4	-4.0	24.7	0.3	-0.2	21.1	26.5	0.9	-1.8
O=C1c2cccc3cccc(c23)C(=O)N1CCCCCc1n[nH]c(=S)o1	-6.3	-9.4	-3.0	5.4	-10.4	3.5	15.3	-3.1	-11.3	-4.3	-0.6
CC(NC(=O)C(=O)Nc1nccs1)c1ccccc1 (stereo unspecified)	7.9	-1.8	-1.9	-15.5	-3.8	-1.9	6.0	3.5	-9.3	1.9	-0.6
O=C(COC(=O)C1=COCCO1)Nc1ccccc1Oc1ccccc1	-1.1	-0.8	-3.3	·	-8.4	-2.4	4.7	13.1	-9.0	-1.6	-0.2
COc1ccc(-c2nnc(NC(=O)CS(=O)(=O)c3ccc(F)cc3)o2)c(OC)c1	2.7	12.5	-0.3	-5.9	12.1	-0.1	1.8	-1.9	6.4	-4.2	0.8
COc1ccccc1/C=C(\NC(=O)c1cccc(C)c1)C(=O)Nc1ccccn1	11.0	15.6	3.2	-3.4	-16.2	-4.9	3.5	8.1	-21.0	2.1	1.4
C/C(=N\OC(=O)NC1CCCCC1)c1sc(-c2ccccc2)nc1C	-140.0	-73.0	5.1	-6.7	1.5	-4.1	-17.0	-9.2	-39.9	0.0	0.2
CC1CCCCC1NC(=O)c1cc(S(=O)(=O)N2CCOCC2)ccc1Cl (stereo unspecified)	8.3	-8.3	0.8	-3.4	57.8	2.2	-0.1	10.1	-25.5	·	-3.5
Cc1ccc(S(=O)(=O)Nc2cc(C)nn2-c2ccccc2)cc1	10.9	-4.7	4.3	-2.6	-42.4	9.7	1.3	4.6	3.6	1.9	0.6
O=C(COc1ccc2ccc(=O)oc2c1)Nc1cccnc1	-20.1	-11.9	-10.7	-5.7	4.0	0.6	-4.7	3.0	-13.1	0.9	-0.4
CCN1C(N(C)C)=NC[C@@H]1Cc1ccccc1	8.1	1.1	0.6	-10.4	6.1	-1.7	-2.3	-0.3	-7.4	-3.3	2.7
COc1ccc(-c2cc(=O)oc3cc(OCC(=O)N[C@@H](Cc4c[nH]c5ccccc45)C(=O)O)ccc23)cc1	13.6	-3.9	·	·	-17.0	1.0	-6.0	-6.3	-3.3	6.1	0.7
CCC(CO)N=CC1=C(O)CC(C)(C)CC1=O (stereo unspecified)	21.2	7.5	-13.0	-1.0	-5.9	0.4	0.3	0.4	-10.8	3.1	-1.6
